# Compound activity: PubChem BioAssay, several laboratories
# STAT3 blocker: IL-6 driven STAT3 reporter inhibitors, primary screen, U3A cells, luciferase, luminescence, MLSCN library; IL-6 STAT3-luciferase reporter; host cell line lacks STAT1; inhibition, % at 5.5 µM; actives 0.89% (n = 190,000); AID 862, 2007;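 active means inhibition above the mean inhibition across all screened compounds plus 3 SD, cut at about 44% in these data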;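 further: 0% = DMSO only wells and 100% = 100 µM nifuroxazide control wells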
# PPARg SRC1 recr: PPARgamma agonists recruiting SRC-1 coactivator, primary screen, biochemical; Peroxisome proliferator-activated receptor gamma (Homo sapiens), P37231; PPARgamma-SRC-1 coactivator recruitment biochemical assay; AID 631, 2007; actives 0.41% (n = 200,000); activation, % at 8 µM; in the data active means activation above about 19%;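 further: 0% = DMSO and 100% = reference agonist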
# STAT3 activator: IL-6 driven STAT3 reporter potentiators, primary screen, U3A cells, luciferase, luminescence, MLSCN library. IL-6 STAT3-luciferase reporter; 100% = signal with IL-6 EC80 alone. actives 0.91% (n = 190,000). activation (% of control), % at 5.6 µM;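 active means activation above the screen-wide mean of compound activation plus 3 SD, cut at about 130% in these data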;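 further: 0% = background luminescence of wells with medium and substrate only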
#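 Test system: human U3A cells carrying STAT3-luciferase construct; control set: IL-6-only wells as 100% reference; timing: compound pre-incubation 1 h before IL-6, then 6 h stimulation at 37 °C; also added: IL-6 stimulus at 33 ng/mL final; evaluation: % activation versus median of IL-6-stimulated wells; detection: reporter luminescence signal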
# TLR4 MyD88 comp: inhibitors of TLR4-MyD88 association in cells, primary screen, cell-based, HeLa CL3-4, BLA complementation, FRET ratio; HeLa CL3-4 TLR4/MyD88 BLA complementation; inhibition, % at 8.4 µM; actives 0.18% (n = 200,000); AID 861, 2007; in the data active means inhibition above about 25%;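 further: 0% = vehicle and 100% = reference inhibitor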
# Target sequence (O00206 whole entry, looked up): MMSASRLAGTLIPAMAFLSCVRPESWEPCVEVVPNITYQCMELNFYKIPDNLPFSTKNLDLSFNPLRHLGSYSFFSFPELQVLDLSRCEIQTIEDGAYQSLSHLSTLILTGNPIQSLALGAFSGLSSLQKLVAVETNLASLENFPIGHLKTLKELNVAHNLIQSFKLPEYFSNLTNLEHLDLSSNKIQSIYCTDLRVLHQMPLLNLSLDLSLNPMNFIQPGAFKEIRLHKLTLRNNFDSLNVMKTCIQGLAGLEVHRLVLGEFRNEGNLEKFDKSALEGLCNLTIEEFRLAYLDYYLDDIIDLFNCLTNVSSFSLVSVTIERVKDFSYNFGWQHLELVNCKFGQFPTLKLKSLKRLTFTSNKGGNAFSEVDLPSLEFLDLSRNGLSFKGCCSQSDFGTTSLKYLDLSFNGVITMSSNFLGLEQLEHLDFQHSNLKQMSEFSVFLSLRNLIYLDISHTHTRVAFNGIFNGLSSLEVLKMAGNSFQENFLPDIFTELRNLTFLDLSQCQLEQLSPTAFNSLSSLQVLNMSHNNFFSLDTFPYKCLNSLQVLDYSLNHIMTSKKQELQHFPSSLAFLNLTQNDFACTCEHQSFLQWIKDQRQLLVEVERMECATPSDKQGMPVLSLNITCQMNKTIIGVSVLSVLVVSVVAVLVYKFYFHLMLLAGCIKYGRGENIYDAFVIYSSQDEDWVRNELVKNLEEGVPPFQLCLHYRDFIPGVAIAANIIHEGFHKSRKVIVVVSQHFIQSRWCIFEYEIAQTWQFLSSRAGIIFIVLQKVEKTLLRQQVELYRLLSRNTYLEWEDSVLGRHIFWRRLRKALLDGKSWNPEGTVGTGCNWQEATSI
# Target sequence (Q99836 whole entry, looked up): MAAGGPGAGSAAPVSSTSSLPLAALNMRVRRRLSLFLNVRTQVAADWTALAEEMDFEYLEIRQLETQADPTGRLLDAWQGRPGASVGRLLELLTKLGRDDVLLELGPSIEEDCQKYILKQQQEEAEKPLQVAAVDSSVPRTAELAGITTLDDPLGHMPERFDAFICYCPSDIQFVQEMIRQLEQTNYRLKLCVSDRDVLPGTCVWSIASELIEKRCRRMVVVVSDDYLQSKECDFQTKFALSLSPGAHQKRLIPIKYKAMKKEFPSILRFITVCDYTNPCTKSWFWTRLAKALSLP
# S1P3 antagonist: S1P3 receptor antagonists, primary screen, cell-based | Sphingosine 1-phosphate receptor 3 (Homo sapiens), Q99500 | CHO S1P3 NFAT-BLA reporter, FRET fluorescence, antagonist mode | inhibition, % at 4.98 µM | actives 0.27% (n = 170,000);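 active means inhibition above the plate cutoff, the mean inhibition of test wells on that plate plus 3 SD, cut at about 28% in these data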;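 further: cells challenged with S1P at its EC80 of 0.8 µM; blue over green emission ratio from cleaved BLA substrate after 4 h stimulation; 0% = S1P-stimulated wells and 100% = unstimulated DMSO-only wells; some compounds past the cut are filed as inactive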
# PPARg SRC-3 ag: PPARgamma agonists recruiting SRC-3 coactivator, primary screen, biochemical | AID 731, 2007 | activation, % at 8 µM | biochemical PPARgamma/SRC-3 coactivator recruitment assay | Peroxisome proliferator-activated receptor gamma (Homo sapiens), P37231 | actives 0.26% (n = 200,000); in the data active means activation above about 23%;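 further: 0% = DMSO and 100% = reference agonist; some compounds past the cut are filed as inactive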
# TR-FRET SRC-2 ct: TR-FRET signal artefacts, primary screen, artefact control for PPARgamma SRC-2 agonist project, biochemical; actives 0.4% (n = 200,000); AID 1049, 2008; TR-FRET ratio at 8 µM; TR-FRET artefact counter-screen; stronger effect = higher value; in the data active means TR-FRET ratio above about 2000; further: inactives centre near 1500
# RAM inhibit: inhibitors of the yeast RAM network, primary screen, dse1pr::URA3 reporter, 5-FOA selection | S. cerevisiae dse1pr::URA3 reporter, 5-FOA growth OD615, 2 d; analog-sensitive cbk1-as2 kinase mutant strain | inhibition, % at 50 µM | actives 1.8% (n = 190,000) | AID 868, 2007;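 active means inhibition above a set limit, 3 SD over mean compound inhibition, cut at about 8.4% in these data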;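 further: 0% = DMSO-only wells with no growth and 100% = 10 µM 1-NA-PP1 full growth; inhibition rescues growth on 5-FOA so higher OD means more RAM inhibition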
# ROMK mod: ROMK potassium channel modulators, primary screen, cell-based, thallium flux, MLSMR library; Tet-inducible ROMK, thallium flux fluorescence; actives lie on both sides; B-score at 10 µM; actives 2% (n = 130,000);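 active means signal ratio slope over the read window, or its plate-corrected B-score, at least 3 SD from the plate mean, either direction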;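 further: B-score of the F/F0 ratio slope over 7 to 12 s after thallium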
# STAT1 inh: STAT1 signaling inhibitors, primary screen, cell-based, HTS, luciferase reporter; inhibition, % at 5.5 µM; actives 0.35% (n = 200,000); NIH 3T3 STAT1-luciferase reporter, IFN-gamma, luminescence;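 active means inhibition above a set limit, the mean inhibition across all tested compounds plus 3 SD, cut at about 34% in these data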;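 further: 0% = IFN-gamma with DMSO and 100% = IFN-gamma with 300 µM nifuroxazide; values of inactives mirror those of a sister screen read the other way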
# PPARg SRC2 recr: agonists of PPARg-SRC-2 recruitment, primary screen, biochemical, HTS. Peroxisome proliferator-activated receptor gamma (Homo sapiens), P37231. PPARgamma LBD-SRC-2 recruitment. activation, % at 8 µM. actives 0.34% (n = 200,000); in the data active means activation above about 22%;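 further: 0% = vehicle and 100% = reference agonist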
# An asterisk follows results filed as active; . = not tested or not shown.
No. | structure | PPARg SRC-3 ag | PPARg SRC1 recr | STAT3 activator | S1P3 antagonist | TLR4 MyD88 comp | PPARg SRC2 recr | STAT1 inh | STAT3 blocker | ROMK mod | TR-FRET SRC-2 ct | RAM inhibit
1 | CCn1c(SCC(=O)NC2CCCc3ccccc32)nnc1-c1ccncc1 (stereo unspecified) | 1 | -1 | 101 | 6 | 7 | -3 | -11 | -2 | 0.025 | 1419 | 1.4
2 | CCOc1ccc(-n2c(SCC(=O)Nc3ccccc3C)n[nH]c2=O)cc1 | 6 | 4 | 102 | . | 12 | 5 | -1 | 1 | . | 1637 | 6.2
3 | COc1ccc(C)cc1N(C(=O)c1cccc(F)c1)c1nc2ccccc2s1 | 1 | 8 | 134* | -2 | 7 | 5 | -5 | -35 | . | 1664 | 6.0
4 | CCC(NC(=O)Cn1cnc2c(=O)n(C)c(=O)n(C)c21)c1ccccc1 (stereo unspecified) | -18 | 4 | 106 | -4 | 1 | 1 | -2 | -1 | . | 1549 | -0.9
5 | CCn1c(=O)c(C(=O)NCCc2ccccc2)c(O)c2ccccc21 | 2 | 12 | 137* | 9 | -1 | 6 | -1 | -38 | -0.15 | 1461 | 12*
6 | COc1ccc(-c2csc3nc(-c4ccc(C)cc4)oc(=O)c23)cc1OC | 1 | 2 | 93 | -2 | -3 | 1 | 8 | 11 | . | 1493 | 1.7
7 | COc1ccccc1N1CCN(C(=O)COc2cc(C)cc(C)c2)CC1 | -5 | -7 | 106 | -6 | 26* | 0 | -4 | -3 | -0.38 | 1553 | 2.3
8 | O=c1c2ccccc2nc(SCc2cn3ccsc3n2)n1-c1ccccc1 | 6 | 8 | 93 | 24 | -8 | 10 | 7 | 14 | . | 1709 | -0.9
9 | CC1=C(C(=O)OCC2CCCO2)C(c2coc3ccccc3c2=O)C2=C(CCCC2=O)N1 (stereo unspecified) | 6 | -1 | 143* | -28 | -8 | 11 | -7 | -36 | 0.95 | 1519 | 1.8
10 | CCOc1ccccc1N1Cc2ccccc2C1 | 0 | 1 | 95 | . | 1 | -1 | 16 | 7 | . | 1559 | 2.1
11 | Cc1ccc(S(=O)(=O)N(C)c2ccc3sc(C)nc3c2)cc1 | 6 | 4 | 94 | 15 | -12 | 6 | 3 | 11 | 0.8 | 1430 | 0.4
12 | Cc1ccc(CN2CCN(Cc3cnc(N4CCOCC4)s3)CC2CCO)o1 (stereo unspecified) | -2 | -10 | 100 | -5 | -22 | 5 | -4 | 1 | 0.24 | 1509 | 0.9
13 | CCCCOC(=O)CSc1nc(N)c(C#N)c(-c2ccc(OCC)cc2)c1C#N | -3 | 56* | 97 | 4 | 5 | -2 | 13 | 15 | . | 1558 | 4.4
14 | C=CCn1c(-c2ccccc2OC)n[nH]c1=S | 5 | 6 | 101 | -13 | -10 | 7 | -7 | -6 | . | 1558 | 1.1
15 | CC(C)C(NS(=O)(=O)c1cccc2nsnc12)C(=O)N1CCc2ccccc2C1 (stereo unspecified) | 0 | -4 | 102 | -19 | 2 | 5 | 0 | 4 | . | 1372 | 1.9
16 | O=C(NCc1ccco1)/C(=C/C=C/c1ccccc1)NC(=O)c1ccco1 | 2 | 0 | 96 | -8 | 3 | 5 | -5 | 10 | 0.0068 | 1629 | 0.0
17 | COc1ccccc1Cn1nnc2c(=O)[nH]c(C3CCN(C(=O)c4ccc(C)cc4)CC3)nc21 | 2 | 2 | 110 | -18 | -5 | -2 | -2 | -8 | . | 1645 | 1.1
18 | O=S(=O)(NCc1cc(-c2ccccc2)no1)c1ccc(Cl)cc1 | 4 | 8 | 98 | . | 3 | 6 | -5 | 8 | . | 1689 | 4.2
19 | COc1ccc(N(C(=O)c2ccc(C)cc2)S(=O)(=O)c2cccs2)cc1 | 1 | -1 | 97 | -7 | -3 | 8 | 5 | 1 | -2.5 | 1492 | 5.2
20 | Cc1c(C(=O)Nc2ccc(Cl)cc2)c2ccccn2c1C(=O)c1ccc([N+](=O)[O-])cc1 | -4 | -4 | 96 | . | 10 | 4 | -5 | 12 | 1.5 | 1363 | 6.3
21 | O=[N+]([O-])c1ccc2nc(/C=C/c3ccc(Cl)cc3)[nH]c2c1 | -4 | 0 | 86 | . | -2 | -8 | 19 | 20 | . | 1448 | 0.0
22 | NNC(=O)CCc1ccc(S(=O)(=O)N2CCOCC2)cc1 | -2 | -3 | 101 | -14 | 2 | -6 | -5 | 0 | 2.1 | 1337 | 0.7
23 | COc1ccc(CCNC(=O)C2(C)CCC(=O)N2Cc2ccc3c(c2)OCO3)cc1OC (stereo unspecified) | -5 | -2 | 101 | -14 | 0 | 6 | -6 | 4 | . | 1572 | 1.8
24 | N#CC1=C(N)Nc2ncnn2C1c1ccc(F)cc1 (stereo unspecified) | -2 | 0 | 96 | -12 | 8 | -1 | 2 | 7 | . | 1667 | 0.8
25 | c1ccc(OCCOc2ncnc3sccc23)cc1 | -4 | 0 | 99 | 11 | 10 | 0 | -34 | 4 | . | 1543 | 2.3
26 | CCCn1c(=O)c(C(=O)NCc2ccncc2)c(O)c2ccccc21 | 13 | 11 | 87 | 14 | 7 | 6 | -5 | 17 | -1.9 | 1725 | -0.6
27 | COc1cc2c(cc1OC)C(C)N(C(=O)c1cc3c(s1)-c1c(C)cccc1OC3)CC2 (stereo unspecified) | 3 | 1 | 97 | -12 | 0 | 0 | -6 | 3 | -0.086 | 1421 | 6.2
28 | CCC(=O)Nc1ccc2c(c1)C(=O)c1ccccc1C2=O | -1 | -1 | 94 | . | 1 | 0 | -54 | 14 | -0.016 | 1390 | 3.0
29 | CCC(=O)Nc1cccc(NC(=S)NC(=O)c2ccc(C)cc2)c1 | 1 | -3 | 100 | -21 | 0 | 4 | -48 | 3 | -0.056 | 1557 | 6.5
30 | COc1ccccc1OCc1ccc(C(=O)NC(C)(C)C)o1 | 5 | 3 | 96 | 37 | -8 | 0 | 4 | 6 | . | 1328 | -0.9

# Arranged by heavy-atom count (highest first): some entries from above.
No. | structure | PPARg SRC-3 ag | PPARg SRC1 recr | STAT3 activator | S1P3 antagonist | TLR4 MyD88 comp | PPARg SRC2 recr | STAT1 inh | STAT3 blocker | ROMK mod | TR-FRET SRC-2 ct | RAM inhibit
23 | COc1ccc(CCNC(=O)C2(C)CCC(=O)N2Cc2ccc3c(c2)OCO3)cc1OC (stereo unspecified) | -5 | -2 | 101 | -14 | 0 | 6 | -6 | 4 | . | 1572 | 1.8
20 | Cc1c(C(=O)Nc2ccc(Cl)cc2)c2ccccn2c1C(=O)c1ccc([N+](=O)[O-])cc1 | -4 | -4 | 96 | . | 10 | 4 | -5 | 12 | 1.5 | 1363 | 6.3
2 | CCOc1ccc(-n2c(SCC(=O)Nc3ccccc3C)n[nH]c2=O)cc1 | 6 | 4 | 102 | . | 12 | 5 | -1 | 1 | . | 1637 | 6.2
19 | COc1ccc(N(C(=O)c2ccc(C)cc2)S(=O)(=O)c2cccs2)cc1 | 1 | -1 | 97 | -7 | -3 | 8 | 5 | 1 | -2.5 | 1492 | 5.2
26 | CCCn1c(=O)c(C(=O)NCc2ccncc2)c(O)c2ccccc21 | 13 | 11 | 87 | 14 | 7 | 6 | -5 | 17 | -1.9 | 1725 | -0.6
29 | CCC(=O)Nc1cccc(NC(=S)NC(=O)c2ccc(C)cc2)c1 | 1 | -3 | 100 | -21 | 0 | 4 | -48 | 3 | -0.056 | 1557 | 6.5
21 | O=[N+]([O-])c1ccc2nc(/C=C/c3ccc(Cl)cc3)[nH]c2c1 | -4 | 0 | 86 | . | -2 | -8 | 19 | 20 | . | 1448 | 0.0
25 | c1ccc(OCCOc2ncnc3sccc23)cc1 | -4 | 0 | 99 | 11 | 10 | 0 | -34 | 4 | . | 1543 | 2.3
10 | CCOc1ccccc1N1Cc2ccccc2C1 | 0 | 1 | 95 | . | 1 | -1 | 16 | 7 | . | 1559 | 2.1
14 | C=CCn1c(-c2ccccc2OC)n[nH]c1=S | 5 | 6 | 101 | -13 | -10 | 7 | -7 | -6 | . | 1558 | 1.1

# Further entries.
No. | structure | PPARg SRC-3 ag | PPARg SRC1 recr | STAT3 activator | S1P3 antagonist | TLR4 MyD88 comp | PPARg SRC2 recr | STAT1 inh | STAT3 blocker | ROMK mod | TR-FRET SRC-2 ct | RAM inhibit
31 | O=S(=O)(NC(=S)NC1CCCCC1)c1cccs1 | 1 | 3 | 102 | -12 | 6 | 5 | 1 | 2 | -0.81 | 1515 | 1.5
32 | Cc1[nH]nc2nc(SCC(=O)NCC3CCCO3)n(-c3ccc(Br)cc3)c(=N)c12 (stereo unspecified) | 1 | 2 | 77 | -5 | 2 | 1 | -6 | 32 | 0.16 | 1438 | 7.0
33 | COc1ccc2cc3cc(C(=O)NCCN4CCc5ccccc5C4)oc3nc2c1 | 2 | 0 | 105 | -45 | 0 | 0 | 1 | 3 | . | 1486 | 1.1
34 | O=C(CN1C(=O)C2C3C=CC(C3)C2C1=O)NCc1ccc2c(c1)OCO2 (stereo unspecified) | -9 | -2 | 107 | -4 | -17 | 3 | -1 | -4 | . | 1426 | 0.0
35 | COc1ccc(CCNC(=O)Cn2c(=O)n(-c3ccc(F)cc3F)c(=O)c3sccc32)cc1OC | 2 | 4 | 95 | 4 | -16 | -1 | 40* | 8 | 1.1 | 1556 | 3.6
36 | CC(C)C(NC(=O)C1CCCCC1)C(=O)NCCc1ccccc1 (stereo unspecified) | 2 | -2 | 105 | -34 | 8 | 0 | -3 | -6 | 0.66 | 1525 | 6.5
37 | C=CCn1c(-c2cccc(OCC)c2)n[nH]c1=S | 3 | 0 | 89 | 7 | -8 | 4 | -2 | 19 | 0.82 | 1563 | 0.9
38 | COc1ccc(-c2cc(C(F)(F)F)nc(SCCC(=O)NCc3ccccc3)n2)cc1 | 5 | 5 | 94 | . | -8 | 7 | 8 | 9 | . | 1649 | 9.6*
39 | O=C(NC1CCCC1)C1CCC(=O)N1C1CCCCC1 (stereo unspecified) | 4 | -6 | 107 | 0 | 1 | 2 | -12 | -2 | 0.28 | 1649 | -0.8
40 | CN(C)c1ccc(/C=C/C(O)=C2/C(=O)N(C)C3(C)CC2c2ccccc2O3)cc1 (stereo unspecified) | 1 | 8 | 96 | 22 | 49* | 9 | -4 | 9 | . | 1472 | 6.4
41 | CC1(C)CC(=O)C2=C(C1)NC(=O)CC2c1ccc(F)cc1 (stereo unspecified) | 1 | -1 | 100 | -17 | -6 | 14 | -2 | 5 | . | 1383 | 0.0
